High-throughput results: PubChem BioAssay, several laboratories
UTI89 phage lysis: inhibition of K1F phage lysis, E. coli UTI89, bacterial capsule biogenesis inhibitors, alamar blue (AID 488966); inhibition, % at 100 µM, or IC50 in µM where a hit was titrated; E. coli UTI89 K1F phage lysis, alamar blue, 2 h; higher % means a stronger effect; 340,000 tested, 0.02% active;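 active = phage lysis inhibition, versus mean bacterial control, above a set limit; inconclusive = no clear call, values can overlap the other calls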;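 note: capsule biogenesis inhibitors block K1F phage lysis so surviving cells raise fluorescence; higher fluorescence means more inhibition of phage lysis; actives were called in the ten point dose series up to 300 µM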
TNAP activation fold: human TNAP enzyme activators, primary screen, biochemical, luminescent, no phosphate acceptor, uHTS (AID 1001) | Alkaline phosphatase, tissue-nonspecific isozyme (Homo sapiens) | 200,000 tested, 0.03% active | purified TNAP, luminescent activation assay, no phosphate acceptor; higher activation fold means a stronger effect | activation fold at 20 µM; hits with a dose series show EC50 in µM; in the data active = activation fold from about 3, or a potency from the dose series; inactive = the rest, 99 in 100 with activation fold below about 1.6; note: many of its hits are not listed in these tables
Large T inhibition: SV40 large T antigen inhibitors, biochemical (AID 1903); SV40 large T antigen ATPase/helicase inhibition assay; higher % means a stronger effect; one-dose inhibition, % at 20 µM; IC50 in µM for titrated hits; 310,000 tested, 0.39% active; in the data active = a potency from the dose series; inconclusive = inhibition mostly from about 32% at the one dose, without a potency; inactive = the rest, 99 in 100 with inhibition below about 32%; note: strong numbers were not always called active
T cell HTS: modulators of CD8 T cell-vesicle binding, primary screen, mouse 2C CD8+ T cells, flow cytometry | calls only at 7 µM | 330,000 tested, 0.068% active | AID 2052, 2009 | 2C CD8+ T cell-vesicle binding; hits give low values;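 active = response, share of CD8 T cells binding vesicles, and their 90th percentile fluorescence all below set limits, cut at about 80% in these data, passing the limit was not always enough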
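Also added: QL9-peptide-loaded Drosophila micro-vesicles bearing Ld, ICAM-1 and B7-1; Test system: purified 2C TCR transgenic mouse naive CD8+ T cells; Measured by: cytometric PE anti-B7-1 and Alexa647 anti-CD8 signals after 1% paraformaldehyde fixation; Timing: binding step 1.5 h, 37 °C, antibody labelling 20 min, ice.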
Salmonella PhoP GFP: inhibitors of PhoP regulon expression, primary screen, Salmonella Typhimurium, GFP reporter (AID 1863); S. Typhimurium PhoP-regulated promoter GFP reporter, 4 h; higher % means a stronger effect; inhibition, % at 50 µM, or IC50 in µM where a hit was titrated; 300,000 tested, 0.16% active;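 active = inhibition over 29.93%, a cutoff 3 SD above the screen mean, later confirmed by dose response; inconclusive = inhibition over 29.93% but no dose response follow-up; inactive = inhibition at most 29.93% or unconfirmed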;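 note: 0% = low Mg2+ inducing control and 100% = high Mg2+ repressing control; strong numbers were not always called active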
RSV antiviral HEp-2: RSV antiviral activity via CPE protection, HEp-2 cells, primary 10 µM value included (AID 2391) | HEp-2 cells, RSV-induced CPE inhibition; higher % means a stronger effect | CPE inhibition, % at 10 µM, or IC50 in µM where a hit was titrated | 310,000 tested, 0.13% active; in the data active = a potency from the dose series; inconclusive = CPE inhibition mostly from about 23% at the one dose, without a potency; inactive = the rest, 99 in 100 with CPE inhibition below about 21%; note: strong numbers were not always called active
MgcRacGAP inhibition: MgcRacGAP GTPase-activating activity inhibitors, confirmation, biochemical, ADP Hunter fluorescence; Rac GTPase-activating protein 1 (Homo sapiens); inhibition, % at 30 µM; hits with a dose series show IC50 in µM; MgcRacGAP-stimulated Rac1 GTP hydrolysis, ADP Hunter fluorescence; higher % means a stronger effect; GST-tagged Rac1 F28L mutant substrate; 340,000 tested, 0.6% active;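 active = first-screen hits whose inhibition reached a set limit at any dose in the follow-up dose series; inconclusive = inhibition above the set first-screen limit but never retested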;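 note: fluorescence reports GDP produced by GAP-driven GTP hydrolysis; strong numbers were not always called active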
NTR1 ag: agonists of NTR1, primary screen, imaging, U2OS cells, beta-arrestin-GFP, high content (AID 493036); NTR1-U2OS beta-arrestin-GFP spot imaging, agonist mode; activation, % at 20 µM; 330,000 tested, 0.17% active;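 active = activation at or above 40% of the spot to cytoplasm intensity ratio, with at least 20 cells analyzed; inconclusive = wells under 20 cells, flagged as cytotoxic or low count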;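 note: 0% = DMSO without peptide and 100% = 100 nM NTR1 peptide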
Target sequence (P30989 whole entry, looked up): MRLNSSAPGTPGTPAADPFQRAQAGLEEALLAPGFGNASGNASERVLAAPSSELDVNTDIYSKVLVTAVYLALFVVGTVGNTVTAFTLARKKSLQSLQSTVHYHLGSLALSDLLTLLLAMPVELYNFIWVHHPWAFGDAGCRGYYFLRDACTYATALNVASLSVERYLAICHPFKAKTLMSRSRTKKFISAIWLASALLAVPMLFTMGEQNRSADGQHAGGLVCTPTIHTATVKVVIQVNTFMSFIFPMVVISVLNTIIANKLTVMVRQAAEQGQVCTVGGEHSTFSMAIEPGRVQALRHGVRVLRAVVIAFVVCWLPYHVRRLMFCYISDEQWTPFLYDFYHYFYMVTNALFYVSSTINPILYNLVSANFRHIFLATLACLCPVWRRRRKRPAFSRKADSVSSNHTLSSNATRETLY
Myeloid diff 2: induction of myeloid progenitor differentiation, primary screen, cell-based, flow cytometry, MLPCN library; ER-HoxA9 myeloid progenitors, lysozyme-GFP differentiation; 360,000 tested, 1% active; calls only at 10 µM;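 active = normalized GFP-positive differentiation at or above the plate's own cutoff, the solvent-only control mean plus 3 SD; inconclusive = no clear call, values can overlap the other calls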;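 note: cells exposed to compound for four days before flow analysis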
T cell HTS vesicle-bound %: also measured in T cell HTS; calls as there; double positive events, %; measured here: CD8+ vesicle-bound cell fraction;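 binding gate set so that unloaded-vesicle control wells show 10% double positive cells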
NTR1 ag cell count 20 µM: further read-out of NTR1 ag, marked with its call; cell count; measured here: cell count, cytotoxicity flag
Myeloid diff 2 GFP+ MAC1+ %: further read-out of Myeloid diff 2, marked with its call; GFP+ MAC1+ double positive, %; measured here: differentiation confirmed by MAC1 staining
* marks the source's active call; other numbers are inactive results; i = inactive; u = inconclusive; x = no result given; & = joins results of further samples; [ ] = dose if it differs, or a comment. The order is random. About 2.3% of those tested had a hit in this group.

The opening 3 records, to show the layout:
SMILES	UTI89 phage lysis	TNAP activation fold	Large T inhibition	T cell HTS	T cell HTS vesicle-bound %	Salmonella PhoP GFP	RSV antiviral HEp-2	MgcRacGAP inhibition	NTR1 ag	NTR1 ag cell count 20 µM	Myeloid diff 2	Myeloid diff 2 GFP+ MAC1+ %
COc1ccc(C)cc1S(=O)(=O)N(C)CC(=O)Nc1ccccc1	0.0%	1	1%	i	50	-9%	0.7%	3%	1.1	37	i	1.5
CC(=O)CC(C)(C)Nc1nc2cc([N+](=O)[O-])ccc2o1	-1.5%	x	14%	i	56	6%	1.9%	-4%	-0.5	49	i	0.7
C/C(CC(=O)NC12CC3CC(CC(C3)C1)C2)=N\NC(=O)c1ccc(F)cc1	-0.3%	x	8%	i	14	-1%	0.5%	3%	0.8	57	i	0.4

This part in full, from the start:
SMILES	UTI89 phage lysis	TNAP activation fold	Large T inhibition	T cell HTS	T cell HTS vesicle-bound %	Salmonella PhoP GFP	RSV antiviral HEp-2	MgcRacGAP inhibition	NTR1 ag	NTR1 ag cell count 20 µM	Myeloid diff 2	Myeloid diff 2 GFP+ MAC1+ %
COc1ccc(C)cc1S(=O)(=O)N(C)CC(=O)Nc1ccccc1	0.0%	1	1%	i	50	-9%	0.7%	3%	1.1	37	i	1.5
CC(=O)CC(C)(C)Nc1nc2cc([N+](=O)[O-])ccc2o1	-1.5%	x	14%	i	56	6%	1.9%	-4%	-0.5	49	i	0.7
C/C(CC(=O)NC12CC3CC(CC(C3)C1)C2)=N\NC(=O)c1ccc(F)cc1	-0.3%	x	8%	i	14	-1%	0.5%	3%	0.8	57	i	0.4
CCCOC(=O)c1ccc(OCC(O)CN2CCN(C(=O)c3ccccc3)CC2)cc1 (stereo not given)	0.4%	1.1	9%	i	41	2%	9.4%	1%	0.6	50	i	0.9
O=C(CNC(=O)C1COc2ccccc2O1)N/N=C/c1ccc(O)cc1O (stereo not given)	-0.4%	2.5	23%	i	47	24%	9.0%	72µM*	7.5	75	i	0.0
CCN(C(=O)CN1C(=O)/C(=C/c2ccccc2F)SC1=S)C1CCS(=O)(=O)C1 (stereo not given)	0.1%	x	14%	i	32	-7%	3.5%	11%	0.9	75	i	1.2
CCN1CCCC1CNC(=O)c1cc(S(N)(=O)=O)ccc1OC (stereo not given)	1.7%	x	7%	i	28	-5%	-1.9%	5%	0.2	55	i	0.8
O=c1c2ccccc2sn1-c1ccc(S(=O)(=O)N2CCCCC2)cc1	-0.2%	x	x	i	32	x	u	10%	0.9	43	i	0.6
O=C(O)CSCc1nc2ccccc2s1	0.3%	1.1	6%	i	63	-2%	0.6%	4%	1.8	82	i	0.8
Cc1nn(CC(=O)NCCc2ccccc2)c(=O)c2cccn12	2.0%	x	5%	i	9	2%	4.0%	7%	1.6	61	i	1.4
Cc1nnc(Sc2c(N)n(C)c(=O)n(C)c2=O)s1	0.5%	1	15%	i	29	-12%	2.0%	4%	1.2	82	i	3.0
CCCOc1ccc(/C=N/NC(=O)c2nnn(-c3nonc3N)c2-c2cccs2)cc1OC	0.2%	x	10%	i	21	-7%	3.7%	12%	4.9	59	i	1.0
CN1N=C(C(=O)N2CCN(c3ccc([N+](=O)[O-])cc3)CC2)CCC1=O	0.9%	1	4%	i	37	3%	1.0%	2%	1.7	50	i	0.5
Cc1ccc(S(=O)(=O)Cc2c(C)noc2C)cc1	4.9%	1.1	2%	i	34	4%	0.8%	1%	-0.6	73	i	0.8
COc1ccccc1CN1CCc2c([nH]c3ccccc23)C1	-0.1%	x	12%	i	50	4%	2.8%	u	3.6	53	i	0.7
CC(=O)N1CCN(c2ccc(Nc3nc(C)nc4c3oc3ccccc34)cc2)CC1	4.6%	x	x	i	48	x	-1.1%	u	-0.4	61	i	0.6
NC(=O)c1ccsc1NC(=O)c1ccc(S(=O)(=O)N2CCCC2)cc1	-0.2%	1.2	5%	i	0	6%	0.9%	8%	-1.7	58	i	2.5
Cc1cc(Br)cc(C)c1NC(=O)c1ccc(C#N)cc1F	0.1%	1.1	7%	i	33	-4%	9.6%	10%	1.0	53	i	1.8
CCOC(=O)c1cc2c(=O)n3cccc(C)c3nc2n(CCCOC)c1=NC(=O)c1cccnc1	0.2%	1	7%	i	30	15%	3.2%	9%	4.6	60	i	0.7
CCc1nc2ccccc2n1Cc1ccccc1F	0.5%	1	9%	i	44	-10%	2.1%	11%	-0.3	82	i	0.4
Cc1cccc(C)c1NC(=O)CCCSc1nnc(-c2ccc(Cl)cc2)n1-c1ccccc1	-0.6%	1.2	16%	i	31	30%	8.0%	0%	3.6	56	i	1.1
Cc1c(CCC(=O)O)c(=O)n2c([nH]c3ccccc32)c1C#N	5.6%	1.2	32%	i	19	-7%	0.2%	21%	0.0	65	i	2.2
Cc1ccc(C(CNC(=O)Nc2ccccc2)N2CCN(C)CC2)cc1 (stereo not given)	-4.5%	x	4%	i	7	0%	0.4%	9%	-0.7	61	i	1.5
CC(=O)Nc1ccc(NC(=O)CN(c2ccc([N+](=O)[O-])cc2)S(=O)(=O)c2ccccc2)cc1	-0.2%	1.1	9%	i	40	5%	-1.8%	6%	2.5	36	i	0.7
COc1cc(NS(=O)(=O)c2ccc(F)cc2)c(C(=O)O)cc1OC	3.4%	1.1	6%	i	31	3%	0.3%	4%	-2.3	50	i	0.5
COc1ccc(CNc2ncc(-c3ccccc3)n2C)c(OC)c1OC	-0.3%	x	20%	i	67	-4%	-0.2%	66µM*	-0.3	41	i	0.8
CCC(NS(=O)(=O)c1cn(C)nc1C)c1ccccc1 (stereo not given)	-0.7%	1.1	8%	i	42	-3%	0.2%	3%	0.3	34	i	0.4
O=C(NCC1(N2CCCCC2)CCCCC1)c1ccc(NS(=O)(=O)c2ccc(F)cc2)cc1	1.1%[50 µM]	x	15%	i	64	4%	-1.8%	4%	-0.1	63	i	0.7
Cc1cc(NS(=O)(=O)c2ccc(CC(C)C)cc2)no1	1.8%	1.1	-1%	i	8	-1%	0.1%	6%	-0.4	81	i	4.7
COc1cccc(-c2c[nH]c(=O)[nH]c2=O)c1	-0.3%	1.1	18%	i	55	-2%	u	-3%	-0.1	42	i	0.1
FC(F)(F)c1cccc(N2CCN(C(=S)NC3CCCCC3)CC2)c1	3.3%	1.2	7%	i	43	-10%	u	5%	3.0	61	i	0.8
O=C(NCCN1CCCCC1)/C(=N\O)c1ccccc1	0.6%	1.1	-1%	i	41	-5%	0.8%	6%	-4.4	82	i	0.9
COc1ccc(S(=O)(=O)N(C)CC(=O)Nc2ccc3c(c2)OCO3)cc1OC	-0.1%	1.1	7%	i	40	-5%	-0.6%	11%	2.1	49	i	0.6
COc1cc2c(cc1OC)C(COc1ccc([N+](=O)[O-])cc1)NCC2 (stereo not given)	2.0%	x	0%	i	10	5%	9.4%	4%	-0.7	67	i	0.8
Cc1ccc(NC(=O)COCC(=O)Nc2ccc(C)cc2)cc1	-0.4%	x	11%	i	54	-1%	4.8%	8%	1.2	65	i	1.0
Cc1ccc(S(=O)(=O)N/N=C/c2cnn(C)c2C)cc1	0.2%	1.1	3%	i	57	-1%	1.9%	14%	-1.6	64	i	0.6
O=C(CSc1nnc(-c2cccnc2)n1Cc1ccco1)c1ccc(Cl)cc1	-0.4%	1	7%	i	10	-3%	1.7%	4%	-1.7	73	i	1.4
COc1ccc(CC(=O)NCCS(=O)(=O)N2CCN(c3ccccc3OC)CC2)cc1	1.0%[50 µM]	x	4%	i	32	-7%	1.2%	0%	2.6	57	i	1.4
O=C(NNC(=O)c1ccc(NC(=O)c2ccccc2)cc1)c1ccccc1	x	1.2	4%	i	46	-4%	-0.3%	x	1.1	28	i	0.2
CC(C)(C)C(=O)NNC(=O)c1cc2sccc2s1	-0.7%	x	3%	i	45	-11%	2.7%	9%	-0.5	51	i	0.3
COc1ccc(CNC(=O)CC2C[C@H](C(=O)N(C(C)C)C(C)C)[C@@]3(C)c4[nH]c5ccccc5c4CCN3C2=O)cc1OC (stereo not given in full)	0.1%	x	x	i	15	x	x	1%	3.1	43	i	0.4
CC1CCCCC1NC1=NCCCS1 (stereo not given)	x	1	22%	i	28	6%	-0.4%	x	2.2	42	x	x
Cc1nn(Cc2ccccc2)c(N)c1C#N	5.5%	1.1	12%	i	33	0%	2.0%	6%	0.4	45	i	1.2
CCc1ccc(N2CC34C=CC(O3)C(C(=O)OC)C4C2=O)cc1 (stereo not given)	5.3%	1.1	5%	i	32	1%	2.4%	3%	-2.6	66	i	0.8
COc1ccc(NC(=O)C2CCC(CNc3c(N4CCC(C)CC4)c(=O)c3=O)CC2)cc1OC (stereo not given)	-0.4%&0.3%	1.2	5%	i	23	-7%	1.9%	8%&2%	0.0	57	i	1.1&3.0
O=S(=O)(Nc1ccc(N2CCCCC2)cc1)c1ccc(F)cc1F	x	x	13%	i	35	6%	9.1%	x	4.7	46	i	0.6
O=C(NCC1CCCO1)Nc1ccc(Cl)cc1 (stereo not given)	0.7%	0.9	5%	i	20	-8%	-1.0%	15%	-1.5	33	i	0.6
O=C(Nc1ccc(F)cc1)c1ccc(S(=O)(=O)N2CCCC2)cc1	-0.1%	x	8%	i	29	-1%	1.1%	-2%	-0.5	45	u	x
O=C(CSc1nnc2n1CCCN2)c1ccccc1	x	x	3%	i	10	10%	-0.6%	x	0.4	43	i	0.6
O=C(NCc1csc(-c2cccs2)n1)Nc1ccc(C(F)(F)F)cc1	x	x	24%	i	25	-12%	x	x	-0.2	36	i	0.4
CCCNC(=O)COc1ccc(-c2nn(C)c(=O)c3ccccc23)cc1	0.3%	x	7%	i	64	-7%	1.0%	15%	0.3	67	x	x
C/C(N)=C(/C#N)C(=O)CSc1nnc(Nc2ccccc2C)s1	0.0%	1	12%	i	47	0%	1.7%	3%	-0.1	51	i	0.5
